# LmPK inhibitor – inhibitors of Leishmania mexicana pyruvate kinase. Q27686. purified LmPK, Kinase-Glo ATP luminescence, 1 h. Potency, µM (top dose mostly 57.5 µM), without a hit: top-dose activity change, negative = inhibition, usual class: inhibitors. 290,000 tested, 0.37% active; further: potency means the concentration at half of the fitted maximal effect
# Target sequence (Q27686 whole entry, looked up): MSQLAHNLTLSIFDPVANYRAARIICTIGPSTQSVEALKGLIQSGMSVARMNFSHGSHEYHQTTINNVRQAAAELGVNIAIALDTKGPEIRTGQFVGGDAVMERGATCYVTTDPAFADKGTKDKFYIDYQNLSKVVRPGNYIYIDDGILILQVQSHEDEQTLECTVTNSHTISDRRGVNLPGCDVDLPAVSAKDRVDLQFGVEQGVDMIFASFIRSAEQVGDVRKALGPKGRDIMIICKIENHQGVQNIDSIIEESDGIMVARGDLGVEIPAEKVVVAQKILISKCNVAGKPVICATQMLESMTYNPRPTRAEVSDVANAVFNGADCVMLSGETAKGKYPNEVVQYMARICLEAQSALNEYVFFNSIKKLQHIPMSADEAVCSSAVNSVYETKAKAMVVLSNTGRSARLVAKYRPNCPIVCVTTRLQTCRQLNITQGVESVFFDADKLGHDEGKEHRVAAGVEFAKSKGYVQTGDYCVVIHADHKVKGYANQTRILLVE
#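 Screened at intermediate enzyme activity to detect both inhibitors and activators: LmPK at 0.1 nM, with a 0.5 nM enzyme column as activation reference. PEP 0.5 mM, ADP 0.1 mM; ATP detected by luminescence after 1 h.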
# TbPYK inhibitor – T. brucei pyruvate kinase inhibition | TbPYK enzyme, Kinase-Glo Plus ATP luminescence, 45 min | Potency, µM (top dose mostly 76.8 µM), for the others: at the top dose activity, negative = inhibition, actives largely listed as inhibitors | Q57TT1 | 410,000 tested, 0.12% active; further: potency means the concentration at half of the fitted maximal effect; nearly all actives have a fitted effect of over 50% in size
#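 TbPYK + substrate in 50 mM TEA pH 7.2, 100 mM KCl, 10 mM MgCl2, 0.05% BSA, 0.01% Tween-20; cpd pinned; ADP 130 uM final; 45 min RT; Kinase-Glo Plus 10 min; luminescence endpoint.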
# AMA1 RON2 block – inhibitors of Plasmodium falciparum AMA1-RON2 interaction. AlphaScreen AMA1-biotinylated RON2 peptide binding. AID 720542. 360,000 tested, 0.2% active. Potency, µM (doses to about 58.2 µM), for inactives: at the highest dose activity change, negative = inhibition, most hits filed as inhibitors;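 further: potency means the concentration at half of the fitted maximal effect; 0% = vehicle wells and -100% = peptide control; nearly all actives have a fitted effect of over 45% in size; some results filed as inactive show a strong effect at the top dose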
#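 AMA1 (3D7) with his tag at 25 nM final met compounds first, then biotinylated RON2 peptide at 25 nM; detection used donor plus acceptor beads, 10 µg/mL apiece, read by AlphaScreen after 30 min at room temperature.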
# HCV inh – HCV inhibition; Huh7.5.1 HCVcc-Cre infection, luciferase reporter, 44 h; Potency, µM (titrated, usually from 41.8 µM), for inactives: top-dose activity change, negative = inhibition, hits mostly inhibitors; 340,000 tested, 3.4% active; further: potency means the concentration at half of the fitted maximal effect
#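 Cells seeded at 1,000/well and cultured 4 h, then compounds added followed by HCVcc-Cre virus (~0.5 moi). After 44 h further culture, luciferase substrate was added, plates held 15 min at room temperature, and luminescence read for 15 sec.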
# AmpC no deterg – AmpC beta-lactamase inhibition without detergent. AmpC nitrocefin hydrolysis, absorbance 480 nm, 0.0001% Triton. Potency, µM (top dose mostly 57.1 µM), for the others: at the top dose activity change, negative = inhibition, usual class: inhibitors. 330,000 tested, 0.52% active. AID 485341;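 further: potency means the concentration at half of the fitted maximal effect; plate controls were no compound for no effect and no enzyme for full effect; nearly all actives have a fitted effect of over 20% in size; some results filed as inactive show a strong effect at the top dose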
# Target sequence (P00811 whole entry, looked up): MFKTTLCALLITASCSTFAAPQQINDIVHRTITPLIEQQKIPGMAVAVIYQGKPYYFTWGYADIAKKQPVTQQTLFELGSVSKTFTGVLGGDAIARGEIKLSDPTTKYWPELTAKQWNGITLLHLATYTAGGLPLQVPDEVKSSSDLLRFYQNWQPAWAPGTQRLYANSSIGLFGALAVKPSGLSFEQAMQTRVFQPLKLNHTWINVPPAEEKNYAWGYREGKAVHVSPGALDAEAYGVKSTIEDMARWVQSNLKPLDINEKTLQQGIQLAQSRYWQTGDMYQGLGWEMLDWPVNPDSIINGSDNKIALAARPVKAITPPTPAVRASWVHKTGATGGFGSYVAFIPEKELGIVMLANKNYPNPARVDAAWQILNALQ
#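 AmpC (5.3 nM in the dispensed reagent) in 20 mM phosphate pH 7.0 with 0.01% (detergent screen) or 0.0001% Triton X-100 was preincubated with compounds for 15 min at room temperature. Nitrocefin was then added from an 800 uM solution, and hydrolysis was followed at 480 nm.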
# HCMV antiviral – human cytomegalovirus inhibition; activity change, negative = inhibition, % at 57.5 µM; HFF cells, HCMV-luciferase reporter, 72 h; stronger effect = lower value; 410,000 tested, 4.5% active; AID 1259415; in the data active means activity change below about -60%; inconclusive means no clear call, values can overlap the other calls; inactive means above about -39%
#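 Human foreskin fibroblasts infected with luciferase-reporter HCMV at MOI 1 PFU/cell, compounds at two doses. Luciferase measured 72 h post infection; normalized to buffer-only basal and Salinomycin (10uM) controls.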
# AmpC detergent – AmpC beta-lactamase inhibition with detergent present; P00811; AmpC hydrolysis of nitrocefin, absorbance 480 nm, 0.01% Triton; Potency, µM (doses to about 114 µM), for the others: at the top dose activity change, negative = inhibition, actives largely listed as inhibitors; 370,000 tested, 0.041% active; AID 485294;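 further: potency means the concentration at half of the fitted maximal effect; 0% = no-compound wells and -100% = no-enzyme wells; nearly all actives have a fitted effect of over 25% in size; some results filed as inactive show a strong effect at the top dose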
#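 20 mM phosphate pH 7.0 + 0.01% (detergent screen) or 0.0001% Triton X-100; 5.3 nM AmpC reagent; cpd preinc 15 min RT; nitrocefin (800 uM stock) to start; A480 q20 s × 4 min; Activity was normalised to no-enzyme and no-compound control wells.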
# Active calls of the source: *; u = inconclusive; x = no result given; & = joins results of further samples; [ ] = remark or other dose. Unless noted, the call rests on the fitted dose curve; in most records, active means well fitted curve in the direction sought with a large enough effect; inconclusive means small, poorly fitted or top-dose-only effect, or another doubt; inactive means no such curve, though single readings can be large; an effect the other way counts as inactive or inconclusive. Unless noted, on the % scale 0 is the no-effect control and ±100 the full control effect.
molecule | LmPK inhibitor | TbPYK inhibitor | AMA1 RON2 block | HCV inh | AmpC no deterg | HCMV antiviral | AmpC detergent
O=C(O)C1(c2ccccc2)CCN(S(=O)(=O)c2ccc(F)c(F)c2)CC1 | 8% | 4% | 2% | 22% | -20% | -20 | u
COc1ccc(-n2c(C)cc(/C=C3\C(=N)N4N=C(CC(=O)N5CCOCC5)SC4=NC3=O)c2C)cc1 | -1% | 0% | -1% | -5% | 188%[activator] | -26 | -8%
CCNS(=O)(=O)c1ccc(NC(=O)Nc2ccc3c(c2)OCO3)cc1 | 1% | 0% | -4% | -16% | -44% | 14 | u
COc1cccc(C2=NOC(C(=O)NC3CCCCC3)C2)c1 (stereo not drawn) | -4% | -1% | -4% | 2% | 16% | 10 | 4%
COc1ccc(N2CCN(C(CNC(=O)c3ccc4c(c3)OCO4)c3cccnc3)CC2)cc1 (stereo not drawn) | 1% | -15% | -9% | 14% | 13% | -24 | -5%
Cc1cccc(N2C(=O)C3CC3C2=O)c1 (stereo not drawn) | -1% | 9% | -1% | -5% | -11% | 0 | u
Cn1c(=O)c2c(ncn2CC(=O)OCC(=O)Nc2cccc(Cl)c2)n(C)c1=O | -3% | 4% | 3% | 0% | -19% | 10 | -15%
N/C(CS(=O)(=O)c1ccccn1)=N\OC(=O)c1ccc(Cl)cc1 | 4% | 2% | u | 19% | -4% | 54 | 6%
O=C(COc1ccccc1)N1CCN(CC2CC=CCC2)CC1 (stereo not drawn) | 5% | -4% | -12% | 14% | 7% | 13 | -7%
Cc1ccccc1NS(=O)(=O)c1ccc2c(c1)NC(=O)CO2 | 0% | 4% | -5% | 13% | -17% | -13 | 4%
COc1ccc(CCN2CC(C(=O)NCCc3cccnc3)CCC2=O)cc1 (stereo not drawn) | -1% | -1% | 5% | 26% | 11% | x | 3%
CCc1nnc2n1N=C(c1ccc(Cl)cc1)CS2 | -2% | -5% | -6% | 11% | 0% | 3 | -7%
CC(Oc1ccccc1)C(=O)Nc1ccc(F)c(S(=O)(=O)N2CCOCC2)c1 (stereo not drawn) | x | 0% | -15% | 2% | -18% | -5 | 0%
CCSc1nc2c(c(-c3ccc(C)o3)c1C#N)CCCC2 | -1% | -2% | 0% | u | -33% | -32 | -12%
CCOc1ccccc1CNC(=O)C1CCCN(c2nc3ccccc3o2)C1 (stereo not drawn) | -2% | x | x | x | 1% | x | 3%
CCn1c(=O)c(C(=O)NCCNCCO)c(O)c2ccccc21 | -1% | -13% | 1% | -23% | -15% | 12 | 1%
Cc1ccc(N2C(=O)CN=C2Nc2nc(C)cc(C)n2)cc1 | 1% | -5% | -4% | 6% | -9% | -1 | -1%
Cc1ccc(S(=O)(=O)c2cc3c(=O)n4cccc(C)c4nc3n(CC3CCCO3)c2=N)cc1 (stereo not drawn) | -7% | x | x | x | -28% | x | 2%
CN1CCC(N(C)C(=O)CCc2nc3ccccc3n2-c2ccccc2)CC1 | 2% | 1% | -3% | 16% | 23% | -26 | 9%
Cn1c(N2CCN(C(c3ccccc3)c3ccccc3)CC2)nc2c1c(=O)[nH]c(=O)n2C | 9% | 1% | -7% | 13% | 1% | 52 | u
Clc1ccc(OCc2cc(-c3ccccc3)no2)cc1Cl | 1% | 6% | 164%[activator] | -10% | -13% | -22 | 2%
Cn1c(=O)oc2cc(S(=O)(=O)Nc3ccccc3O)ccc21 | -3% | -8%&3% | 0% | 10% | -38% | 5&17 | 21%
CCN(CC(=O)Nc1ccc(NC(C)=O)cc1)C(=O)c1ccccc1SCc1c(C)noc1C | x | -2% | -15% | 8% | 60%[activator] | 37 | -13%
CC1=C(C(=O)Nc2ccc(C)cc2C)C(c2ccc(O)cc2)n2nc(SCC(=O)c3ccc(C)cc3)nc2N1 (stereo not drawn) | x | -2% | x | x | x | 6 | -5%
Cc1cc(NC(=O)CSc2ncccn2)no1 | -1% | 1% | -2% | 17% | 0% | 22 | 3%
CC1CCN(CCCn2c(=S)[nH]c3ccccc3c2=O)CC1 | 6% | -11% | -4% | -6% | -43% | 13 | -12%
Cc1ccnc2nc(C(=O)NC3CCCc4ccccc43)nn12 (stereo not drawn) | 1% | -2% | -3% | 12% | -16% | -8 | -3%
CCOC(=O)C1CCN(C(=O)COc2ccc(Cl)cc2C)CC1 | 7% | 3% | 8% | 5% | 61%[activator] | -3 | -1%
O=S(=O)(c1ccccc1)c1ncc(C(F)(F)F)cc1O | 6% | 12% | -13% | 6% | -10% | 18 | 2%
O=C(NCCC(=O)N1CCN(C(=O)c2ccco2)CC1)c1ccccc1Cl | x | 3% | 14% | 3% | -22% | -17 | x

# Record cards, as listed above.
# Cc1cccc(N2C(=O)C3CC3C2=O)c1 (stereo not drawn) across the screens: LmPK inhibitor = -1%; TbPYK inhibitor = 9%; AMA1 RON2 block = -1%; HCV inh = -5%; AmpC no deterg = -11%; HCMV antiviral = 0; AmpC detergent = u
# CCc1nnc2n1N=C(c1ccc(Cl)cc1)CS2 across the screens: LmPK inhibitor = -2%; TbPYK inhibitor = -5%; AMA1 RON2 block = -6%; HCV inh = 11%; AmpC no deterg = 0%; HCMV antiviral = 3; AmpC detergent = -7%

# Entries above that have an aryl methoxy group, in the order listed:
molecule | LmPK inhibitor | TbPYK inhibitor | AMA1 RON2 block | HCV inh | AmpC no deterg | HCMV antiviral | AmpC detergent
COc1ccc(-n2c(C)cc(/C=C3\C(=N)N4N=C(CC(=O)N5CCOCC5)SC4=NC3=O)c2C)cc1 | -1% | 0% | -1% | -5% | 188%[activator] | -26 | -8%
COc1cccc(C2=NOC(C(=O)NC3CCCCC3)C2)c1 (stereo not drawn) | -4% | -1% | -4% | 2% | 16% | 10 | 4%
COc1ccc(N2CCN(C(CNC(=O)c3ccc4c(c3)OCO4)c3cccnc3)CC2)cc1 (stereo not drawn) | 1% | -15% | -9% | 14% | 13% | -24 | -5%
COc1ccc(CCN2CC(C(=O)NCCc3cccnc3)CCC2=O)cc1 (stereo not drawn) | -1% | -1% | 5% | 26% | 11% | x | 3%

# Returning to the listing; the 2 compounds before the break are reprinted first.
molecule | LmPK inhibitor | TbPYK inhibitor | AMA1 RON2 block | HCV inh | AmpC no deterg | HCMV antiviral | AmpC detergent
O=S(=O)(c1ccccc1)c1ncc(C(F)(F)F)cc1O | 6% | 12% | -13% | 6% | -10% | 18 | 2%
O=C(NCCC(=O)N1CCN(C(=O)c2ccco2)CC1)c1ccccc1Cl | x | 3% | 14% | 3% | -22% | -17 | x
Cc1cc(C)n2nc(SCC(=O)Nc3ccc(F)c(F)c3F)nc2n1 | x | 3% | 0% | 12% | -19% | -20 | 5%
CC(C)=CCN1CCN(Cc2cnc(N3CCOCC3)s2)CC1CCO (stereo not drawn) | 2% | -4% | 8% | -14% | -14% | 15 | 3%
Cc1cc(NC(=O)c2ccc(F)cc2)n(-c2ccccc2)n1 | -6% | 4% | 0% | 5% | -2% | -13 | 6%
COc1ccc(NC(=O)CN(C)C(=O)CN2C(=O)NC3(CCCCC3)C2=O)cc1 | x | 3% | -3% | 10% | -18% | -7 | u
CCOC(=O)C1=C(C)N=C2SCCC(=O)N2C1c1ccc(OC)cc1 (stereo not drawn) | -8% | x | x | x | 41% | x | 1%
COC(=O)[C@H](CC(C)C)NC(=O)Nc1ccc(S(N)(=O)=O)cc1 | 6% | -4% | -4% | 12% | -11% | 3 | 14%
Cc1nc2ccccc2cc1O | 1% | 3% | 0% | 18% | x | 105 | 2%
CC(=O)OCC(=O)[C@H]1CC[C@H]2[C@@H]3CC=C4C[C@@H](O)CC[C@]4(C)[C@H]3CC[C@]12C | -2% | 5% | -11% | -1%[8.37 µM] | -8% | 23 | -11%
O=C1CCC(C(=O)Nc2ccc([N+](=O)[O-])cc2)N1 (stereo not drawn) | x | 2% | 3%[11.6 µM] | -17% | -16% | -24 | -16%
CCOC(=O)c1ccc(NC(=O)CN2C(=O)CSC2=O)cc1 | 7% | u | 2% | 6% | -6% | -1 | 3%
CC1CCN(C(=O)c2ccc(S(=O)(=O)NCc3ccco3)cc2)CC1 | -2% | -2% | 1% | 0% | 0% | u | -7%
O=C(Cn1ccc(NC(=O)OCc2ccccc2)nc1=O)NCc1ccc2c(c1)OCO2 | x | 7% | -22% | 4% | -10% | 9 | 3%
COc1ccc(OC)c(-n2c(O)c(C=Nc3c(C)n(C)n(-c4ccccc4)c3=O)c(=O)[nH]c2=O)c1 | 0% | -8% | 12% | 3% | -9% | u | -5%
COc1cc(/C=C/C(=O)O)ccc1OCc1ccc([N+](=O)[O-])cc1 | 5% | -6% | 5% | 3% | -10% | 12 | -11%
COc1ccc(N2CCN(C(=O)COc3ccc4ccccc4c3)CC2)cc1 | 6% | -3% | -5% | -9% | -18% | -7 | 1%
CCOc1ccc(OCC(=O)NCCS(=O)(=O)N2CCN(c3cccc(Cl)c3)CC2)cc1 | x | -15% | x | x | x | -14 | -7%
Cc1nn(CC(=O)Nc2cccnc2)c(C)c1[N+](=O)[O-] | -3% | 0% | 3% | 2% | 6% | u | u
CCNC(=S)Nc1cccc([N+](=O)[O-])c1 | -1% | x | x | 5% | -5% | x | -4%
Cc1cc(C(=O)NCCN2C(=O)S/C(=C\c3cccs3)C2=O)ccc1[N+](=O)[O-] | -1% | 1% | -1% | u | -21% | 2 | 6%
CC(C)(C)OC(=O)N1CCC(c2c(C(=O)N3CCCCC3)cnn2-c2ccccc2Cl)CC1 | x | -4% | x | x | x | -3 | -5%
CNc1ccc(-c2cccc(C(C)=O)c2)cn1 | x | -4% | 11% | x | x | 64 | x
Cc1cc(F)ccc1NC(=O)C1CCCN(C(=O)c2cnn(-c3ccccc3)c2-n2cccc2)C1 (stereo not drawn) | x | -3% | x | x | x | -25 | -9%
CCN(CC)CCCNc1cc(C)nc2cc(-c3cccs3)nn12 | 3% | -2% | -2% | u | -32% | -22 | -3%
COc1ccc(Nc2nc(N)nc(CSC(=S)N3CCC(C)CC3)n2)cc1 | 3% | -2% | -5%[2.32 µM] | 28% | -5% | -28 | 4%
CCOc1ccccc1-n1nnnc1SCC(=O)N1CCCC1=O | x | 2% | 24% | 18% | -5% | 34 | x
Cc1ccc(C(=O)COC(=O)c2cccs2)cc1 | u | -14% | 5% | 13% | -19% | 36 | -8%
COCCn1c(C)cc(O)c(C(c2cccc(F)c2)N2CCN(c3ccccc3)CC2)c1=O (stereo not drawn) | x | -1% | x | x | x | -2 | 0%

# High-throughput results (PubChem)
